Screening data: PubChem, The Scripps Research Institute Molecular Screening Center
CHO parental Ca: counter-screen for OX1R antagonists: effect in parental CHO cells. parental CHO-K1, ATP-induced calcium, Fluo-8 fluorescence. inhibition, % at 5.6 µM. 0.63% of 330,000 active. AID 463079;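 active = inhibition above that plate's mean sample inhibition plus 3 SD, cut at about 26% in these data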;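 also: 0% = ATP-challenged DMSO wells and 100% = DMSO wells without ATP; some compounds past the cut are filed as inactive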
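Test system: untransfected parental CHO cell line. Compound: one dose, 5.6 µM nominal. Detection: intracellular calcium via Fluo-8 no-wash fluorescent dye. Measure: % inhibition. Benchmarks: ATP-challenged DMSO wells low, unchallenged DMSO wells high.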
CHO-K1 Ca antag: counter-screen for M1 antagonists: effect in parental CHO-K1 cells | ATP-induced calcium, Fluo-8 fluorescence | inhibition, % at 3 µM | 0.6% of 360,000 active | AID 602250;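 active = inhibition above a per-plate cutoff, the plate's mean sample inhibition plus 3 SD, cut at about 24% in these data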;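 also: 0% = DMSO plus EC80 ATP and 100% = DMSO alone without ATP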
CHRM1 PAM: human CHRM1 positive allosteric modulation; 0.088% of 360,000 active; CHO-K1 hM1, Fluo-8 calcium fluorescence, ACh EC20; 0% = ACh EC20, 100% = maximal ACh; AID 588819; activation, % at 3 µM; in the data active = activation above about 19%, passing the limit was not always enough
Target sequence (P11229 whole entry, looked up): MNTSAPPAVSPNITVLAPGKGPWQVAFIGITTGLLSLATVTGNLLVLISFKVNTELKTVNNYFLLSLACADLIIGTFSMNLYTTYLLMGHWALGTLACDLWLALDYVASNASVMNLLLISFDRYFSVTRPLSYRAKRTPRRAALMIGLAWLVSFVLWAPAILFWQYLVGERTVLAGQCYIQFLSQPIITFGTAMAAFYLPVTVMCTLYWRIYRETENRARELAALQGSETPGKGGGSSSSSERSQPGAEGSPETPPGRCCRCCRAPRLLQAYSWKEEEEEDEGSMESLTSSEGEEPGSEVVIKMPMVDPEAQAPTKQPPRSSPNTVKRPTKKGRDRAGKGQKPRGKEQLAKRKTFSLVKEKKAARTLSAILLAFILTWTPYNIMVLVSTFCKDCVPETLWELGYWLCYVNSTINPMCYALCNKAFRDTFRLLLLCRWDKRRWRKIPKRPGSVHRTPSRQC
M1 PAM parental: M1 PAM counterscreen hit in parental CHO-K1 cells; ATP EC20, Fluo-8 calcium fluorescence; 0% at ATP EC20, 100% at ATP max; activation, % at 3 µM; 0.02% of 360,000 active; AID 602247;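 active = activation above the run cutoff, the mean activation of all test compounds plus 3 SD, cut at about 40% in these data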;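 also: peak over basal fluorescence ratio in a 140 s read after ATP addition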
TAAR1 antag: human TAAR1 antagonism | inhibition, % at 3 µM | Q96RJ0 | AID 624466 | CHO RD-HGA16 TAAR1, Fluo-8 calcium fluorescence, antagonist | 1.5% of 360,000 active;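 active = inhibition above a per-plate cutoff, the mean inhibition of test compounds on that plate plus 3 SD, cut at about 49% in these data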;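 also: 0% = DMSO plus EC80 beta-PEA response and 100% = DMSO alone without agonist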
Target sequence (Q96RJ0 whole entry, looked up): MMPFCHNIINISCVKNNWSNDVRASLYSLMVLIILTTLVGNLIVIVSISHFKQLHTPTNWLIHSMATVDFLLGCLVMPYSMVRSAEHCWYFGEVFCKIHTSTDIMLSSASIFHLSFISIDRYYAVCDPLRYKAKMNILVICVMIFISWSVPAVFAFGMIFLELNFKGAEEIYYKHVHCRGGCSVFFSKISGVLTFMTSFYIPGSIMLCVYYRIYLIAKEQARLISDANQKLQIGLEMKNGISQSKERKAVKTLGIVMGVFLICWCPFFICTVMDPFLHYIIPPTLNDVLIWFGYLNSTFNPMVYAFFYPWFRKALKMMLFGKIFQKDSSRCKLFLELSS
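Material: RD-HGA16 CHO cells with stable hTAAR1 and Gα16; Dosing: single nominal final test compound concentration of 3 µM; Schedule: seeding 17-24 h prior, 75-min 37 °C, 30-min RT dye loading; Detection: kinetic Fluo-8 calcium fluorescence measurement; Measure: % inhibition from peak post-agonist over basal fluorescence ratio; Benchmarks: vehicle and agonist controls.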
CHO-K1 Ca ag: counter-screen for M1 agonists: effect in parental CHO-K1 cells. 0.48% of 360,000 active. Fluo-8 calcium fluorescence; scaled to maximal ATP response, vehicle zero. activation, % at 3 µM; in the data active = activation above about 15%;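 also: untransfected CHO-K1 host cells lacking M1 receptor as counterscreen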
TAAR1 agonist: human TAAR1 agonism; CHO RD-HGA16 TAAR1, Fluo-8 calcium fluorescence; vehicle wells 0%, saturating PEA agonist 100%; activation, % at 3 µM; 0.99% of 360,000 active; AID 624467;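 active = activation above the mean activation of all test compounds in the run plus 3 SD, cut at about 38% in these data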
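Signal – calcium-sensitive Fluo-8 signal, excitation 470-495, emission 515-575 nm · System – RD-HGA16 (CHO) cells co-expressing Gα16 and hTAAR1 · Incubation – 17-24 h seeding, 75 min 37 °C dye, 30 min RT · Compound dosing – 3 µM single concentration · Repeats – no replicates (n 1)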
CHRM1 antagonist: blocks human M1 muscarinic receptor; AID 588852; P11229; inhibition, % at 3 µM; 1.3% of 360,000 active; CHO-K1 hM1, Fluo-8 calcium fluorescence, ACh EC80 antagonist;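 active = percent inhibition above its own plate's cutoff, namely the mean of that plate's compound wells plus 3 SD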;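 also: peak over basal fluorescence ratio during 140 s after agonist addition; 0% = ACh EC80 plus DMSO and 100% = DMSO alone without agonist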
M1 ag: activates human CHRM1 receptor; P11229; CHO-K1 hM1, Fluo-8 calcium fluorescence, agonist mode; 0% DMSO, 100% acetylcholine EC100; activation, % at 3 µM; 0.33% of 360,000 active; AID 588814;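 active = activation above the run's mean compound activation plus 3 SD, cut at about 16% in these data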;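 also: peak over basal fluorescence ratio within a 140 s kinetic read after compound addition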
Active calls of the source: *; nt = no result given. No enrichment for hits, and some 4.4% of all compounds hit somewhere here.

SMILES	CHO parental Ca	CHO-K1 Ca antag	CHRM1 PAM	M1 PAM parental	TAAR1 antag	CHO-K1 Ca ag	TAAR1 agonist	CHRM1 antagonist	M1 ag
CC1(CC(=O)N/N=C/c2cc3c(cc2Br)OCO3)OCCO1	-9	-3	-2	7	3	0.3	3	3	-1
Cc1cc(C(=O)N/N=C/c2ccccc2)c(C)o1	-8	-15	4	21	-2	1.0	8	-13	-5
CN1CCN(C(=O)COCc2cc(-c3ccc4c(c3)OCO4)on2)CC1	-6	-14	13	20	-19	1.5	0	-14	-2
CC(C)c1nc2c([nH]1)c(=O)n(C)c(=O)n2C	-3	-7	6	3	-24	1.1	0	-5	0
CN1CCN(C2CN(Cc3cn(Cc4ccc(F)cc4)nn3)S(=O)(=O)C2)CC1 (stereo not drawn)	nt	-8	nt	10	1	0.9	2	nt	nt
CCc1cc(C(=O)O)c(NC(=O)C(c2ccccc2)c2ccccc2)s1	3	-7	0	3	-11	-0.4	9	3	-3
Nc1[nH]nc2ncc3cc4ccccc4nc3c12	-7	-15	3	13	-10	0.4	3	1	-5
Cc1cccc(Cn2c(C)nc3c(N)c(C)c(C)cc32)c1	-19	-4	1	20	6	2.0	4	10	-8
CSc1nc(N)nc(SCC(=O)Nc2ccc(Cl)cc2)c1C#N	11	0	-1	2	26	7.1	10	6	2
CC1=C([N+](=O)[O-])C(c2ccccc2)NC(=O)N1 (stereo not drawn)	-3	-10	7	14	-22	0.8	2	-19	-2
CS(=O)(=O)N1CCN(C(=O)CCc2ccccc2)CC1	3	-7	4	-4	-5	0.6	8	-7	-3
CC1(NC(=O)CN2CCN(c3cnn(-c4ccccc4)c(=O)c3Cl)CC2)CCS(=O)(=O)C1 (stereo not drawn)	-8	-19	4	-4	-8	0.5	14	-9	-4
O=C(NCCc1c[nH]c2ccccc12)C(=O)NCC1CCCO1 (stereo not drawn)	-1	3	-2	-15	4	0.1	13	8	-3
Cc1nn(Cc2ccccc2Cl)c(C)c1NC(=O)CCCn1nc([N+](=O)[O-])c(Cl)c1C	-20	-4	-3	10	-20	0.3	-1	0	-7
CCc1ccc(NC(=O)C(C)n2nc(C)c([N+](=O)[O-])c2C)cc1 (stereo not drawn)	12	-18	5	17	7	1.0	2	-10	-7

Only TAAR1 antag and CHO-K1 Ca ag, for some of the entries so far:
smiles,TAAR1 antag,CHO-K1 Ca ag
Cc1cc(C(=O)N/N=C/c2ccccc2)c(C)o1,-2,1.0
CN1CCN(C(=O)COCc2cc(-c3ccc4c(c3)OCO4)on2)CC1,-19,1.5
CC(C)c1nc2c([nH]1)c(=O)n(C)c(=O)n2C,-24,1.1
CN1CCN(C2CN(Cc3cn(Cc4ccc(F)cc4)nn3)S(=O)(=O)C2)CC1 (stereo not drawn),1,0.9

(list continues)
SMILES	CHO parental Ca	CHO-K1 Ca antag	CHRM1 PAM	M1 PAM parental	TAAR1 antag	CHO-K1 Ca ag	TAAR1 agonist	CHRM1 antagonist	M1 ag
O=C1C(=O)N(Cc2cccnc2)C(c2ccccn2)/C1=C(/O)c1ccccc1 (stereo not drawn)	2	-7	1	13	-3	0.7	6	-4	-3
CCN1C(=O)[C@H]2[C@@H](c3ccc(OC)cc3)N3C(=O)CN(CCOC)C(=O)[C@@]3(C)[C@H]2C1=O	-2	-11	2	0	2	0.4	9	-6	-5
CON/C=C(\C=Nc1ccccc1)c1ncc(C(F)(F)F)cc1Cl	-22	13	14	-8	3	-0.1	4	-9	-1
COc1ccccc1CNC(=O)CN1C(=O)C(C)N(c2ccc(C)cc2)C1=O (stereo not drawn)	-15	-16	3	13	0	0.6	2	-10	-1
Cc1cccc(C)c1OCc1cc(C(=O)N(C)Cc2nc3ccccc3[nH]2)no1	13	-12	-1	3	34	6.0	12	-1	0
CC(c1ccc2c(c1)OCO2)n1c(=S)[nH]c2ccccc2c1=O (stereo not drawn)	-21	-12	-7	-7	1	0.3	16	1	-6
O=C(COc1ccc([N+](=O)[O-])cc1)N/N=C/c1cc([N+](=O)[O-])ccc1N1CCOCC1	-4	-12	0	18	24	0.3	13	3	-8
O=C(NCc1ccccc1)N1CCN(CCO)CC1	-1	3	4	6	-13	0.2	1	-10	-3
CC(C)(C)n1nnnc1C(c1cccc(C#N)c1)N1CCCc2ccccc21 (stereo not drawn)	-17	-7	19	-13	-3	0.2	-1	-16	5
C=CCN(c1ccccc1)S(=O)(=O)c1cccc(C(=O)Oc2ccc3c(C)cc(=O)oc3c2)c1	-16	-3	-6	9	4	0.6	-1	-1	-9
O=C(NCc1cccnc1)C1CCCN1S(=O)(=O)c1ccc(Cl)cc1 (stereo not drawn)	-12	-5	4	7	2	2.9	0	-3	-7
Cc1cc(NC(=O)C2CCCCC2)ncc1NC(=O)c1ccccn1	-13	-2	6	11	-14	2.0	2	-10	-6
Cn1cc([N+](=O)[O-])c(C(=O)NC2CCCCCCC2)n1	-6	5	16	-5	-4	0.0	1	-10	5
CC(C)(C)OC(=O)N1CCc2onc(-c3ccccc3F)c2C1=O	nt	6	-8	-11	-7	0.2	-1	8	-4
CCC(=O)Nc1c(-c2ccc(C)cc2)nc2ccc(C)cn12	-13	6	20	-18	-11	-0.4	0	-30	2
CC(C)c1cc(C(=O)N/N=C/c2ccoc2)cs1	-5	-3	13	10	1	0.8	1	-17	-1
Cn1c(=O)c2c(-c3ccccc3)n(Cc3ccccn3)cc2n(C)c1=O	-14	1	8	15	-11	0.9	5	-11	-4
CCCC1CC(C(=O)Nc2ccccc2)C(=O)O1 (stereo not drawn)	0	-8	7	18	2	0.9	-2	-6	-4
CCOC(=O)N1CCN(c2cc(N3CCN(CC)CC3)c(F)cc2[N+](=O)[O-])CC1C (stereo not drawn)	-14	-4	-22	12	9	10	6	15	-12
N#Cc1ccccc1CSc1nc(N2CCCCC2)nc(N2CCCCC2)n1	-11	-5	-6	11	-10	0.1	0	7	-2
c1ccc(-c2ccc(C3=Nn4c(nnc4-c4cc(-c5ccccc5)n[nH]4)SC3)cc2)cc1	-32	-16	11	8	-14	0.5	2	-9	7
CCc1cc(-c2nnc(SCC(=O)NC3CC3)n2C)cs1	-4	0	9	-13	-5	-0.1	-1	-7	1
O=C(NCCCNC(=O)c1cnccn1)c1cccc(F)c1	-4	-19	7	16	-3	1.3	0	-9	-2
COc1cccc(CN2CCc3[nH]c(=S)[nH]c(=O)c3C2)c1	0	-7	13	12	2	1.7	0	-15	-4
CCC(C)(C)NC(=O)C(c1ccccc1F)N(C(=O)c1ccn[nH]1)c1ccccc1 (stereo not drawn)	-31	4	6	16	19	5.6	13	-22	0
Cc1ccc(NC(=O)C(C)OC(=O)Cc2c[nH]c3ccccc23)cc1S(=O)(=O)N1CCOCC1 (stereo not drawn)	-3	-2	2	-1	3	1.4	2	-7	-1
O=c1c(C(c2ccc(F)cc2)c2c(O)nc3n(c2=O)CCS3)c(O)nc2n1CCS2	3	-9	9	13	-4	0.9	0	-18	-2
Nc1cc(N)cc(C(=O)Nc2ccc3c(c2)C(=O)NC3=O)c1	0	-13	-1	7	-10	-0.2	7	-3	-4
Cc1noc(C)c1COc1cccc(C(=O)N2CCc3ccccc32)c1	-34	-18	4	4	-16	1.8	-1	-3	-8
CCC1CCCCN1C(=O)Nc1cc(Cl)ccc1OC (stereo not drawn)	0	7	-3	-9	-3	0.0	0	7	-5
O=C(COc1cccc([N+](=O)[O-])c1)NN1C(=O)c2ccccc2C1=O	-1	9	4	-18	4	0.1	3	-5	-1
O=C(C1=NNCC1c1ccc(Cl)cc1)C1CO1 (stereo not drawn)	nt	3	1	-9	-7	0.3	2	5	-4
CCCC(c1nnnn1C1CCCCC1)N1CCN(C2CCCC2)CC1 (stereo not drawn)	-21	1	6	17	1	0.0	4	-25	-8
FC(F)(F)c1cc(-c2ccco2)nc(-n2nnc3ccccc32)n1	-3	-8	12	11	-15	0.0	8	-13	-2
COc1ccc(-c2noc(COc3ccc(Cl)c(C)c3)n2)cc1	-8	8	1	4	-7	-0.5	0	9	-1
O=C(NCc1ccccc1)c1onc(CSc2ccccn2)c1C(=O)NCc1ccccc1	-17	-1	3	8	16	0.1	6	9	-3
O=C(NC1CCN(C(=O)Nc2ccccc2Cl)CC1)c1ccccc1	-2	-7	5	1	24	0.5	6	-4	-1
COc1ccc(NC(=O)CSc2nc3c(c(-c4cccs4)c2C#N)CN(C)CC3)cc1OC	-8	-4	1	14	-3	0.3	1	-5	-8
COC(=O)c1ccsc1NS(=O)(=O)c1ccccc1	-13	-10	-1	5	-5	1.1	0	8	0
C#CCNC(=O)C1=C[C@H](c2ccc(C#C)cc2)C[C@H](OCc2ccc(CO)cc2)O1	-15	-9	6	10	-1	0.3	3	-1	0
Cc1ccc(NC(=O)CN2C(=O)NC(C)(C3CC3)C2=O)cc1S(=O)(=O)N1CCCCC1 (stereo not drawn)	-20	-4	2	1	-6	5.2	1	5	-2
COC(=O)Cn1c(=NC(=O)c2ccc(OC)cc2)sc2cc(OC)ccc21	4	0	0	0	19	-0.1	0	5	-4
COc1ccc(C(C(=O)NCC2CCCO2)N(Cc2ccc(F)cc2)C(=O)CNC(=O)c2ccco2)cc1OC (stereo not drawn)	-1	7	-1	-4	18	0.1	-3	5	-3
Cc1cc2c(c(=O)n1C1CC1)C(c1cccc(Cl)c1)C(C#N)=C(N)O2 (stereo not drawn)	-12	-8	11	5	4	0.1	9	-17	-4
Cn1cc(S(=O)(=O)Nc2ccc3c(c2)OCCO3)cn1	-2	-11	14	23	-3	1.0	2	-11	-11
COc1c(NC(C)=O)c2c(c([N+](=O)[O-])c1OC)C(=O)OC2	nt	-9	7	-12	-17	-0.2	3	-20	0
C=CCNc1nc(-c2ccc([N+](=O)[O-])cc2)cs1	-22	-8	-8	9	-22	0.3	2	4	-7
C=CCSc1nc2c(c(=O)[nH]c(=O)n2C)n1C(C)C	-6	21	1	-4	-3	0.0	9	-9	-2
Cc1ccc(OCCNC(=O)c2ccc3ccccc3n2)cc1	-16	-17	13	-3	-15	0.3	1	-14	-4
COc1ccc(/C=N/NC(=O)CCn2nc(C)cc2C)cc1O	-2	-1	4	-2	-8	-0.1	-3	-7	0
O=C(COc1ccc([N+](=O)[O-])cc1)NNC(=O)C1COc2ccccc2O1 (stereo not drawn)	nt	-12	7	16	-20	1.4	2	-21	-1
CCOc1cccc(/C=C2/NC(=O)N(CC(=O)Nc3cccc(C)c3)C2=O)c1O	-1	12	7	-11	1	0.4	5	2	1
CCCCn1c(SCC(=O)c2ccccc2)nc2ccsc2c1=O	2	-5	-1	4	-12	0.1	0	0	-8
